PTHR1 agonist – activates the human parathyroid hormone receptor PTHR1 | 410,000 tested, 0.075% active | Q03431 | HEK293 GP2 PTHR1 cells, GloSensor cAMP luminescence, 1 h | Potency, µM (doses to about 115 µM), for inactives: at the top dose activation, actives largely listed as activators; note: potency is the fitted concentration of half-maximal effect; nearly all actives have a fitted effect of over 55% in size; some results filed as inactive show a strong effect at the top dose; inactives centre near -15; many of its hits are not listed in these tables
Target sequence (Q03431 whole entry, looked up): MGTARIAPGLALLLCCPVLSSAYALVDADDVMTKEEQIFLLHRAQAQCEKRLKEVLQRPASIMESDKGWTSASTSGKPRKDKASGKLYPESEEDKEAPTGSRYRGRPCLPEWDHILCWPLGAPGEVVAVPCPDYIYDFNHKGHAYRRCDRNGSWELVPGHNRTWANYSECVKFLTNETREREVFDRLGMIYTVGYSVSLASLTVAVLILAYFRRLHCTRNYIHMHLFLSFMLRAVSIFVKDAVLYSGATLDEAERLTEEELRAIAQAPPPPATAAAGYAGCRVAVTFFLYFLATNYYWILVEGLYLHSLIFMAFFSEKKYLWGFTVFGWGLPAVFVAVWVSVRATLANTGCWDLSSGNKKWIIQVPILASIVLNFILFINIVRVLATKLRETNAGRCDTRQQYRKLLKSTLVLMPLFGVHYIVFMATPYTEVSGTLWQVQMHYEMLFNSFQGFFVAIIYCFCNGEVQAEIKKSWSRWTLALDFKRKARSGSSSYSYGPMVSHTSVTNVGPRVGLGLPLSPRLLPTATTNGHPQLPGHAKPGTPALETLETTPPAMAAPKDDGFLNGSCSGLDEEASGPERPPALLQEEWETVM
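HEK-293-derived GP2 cells expressing PTHR1 and a GloSensor cAMP reporter, 3,000/well, plated overnight, given luciferin plus IBMX (each 0.5 mM as added) for 1 h at 37 °C, then compound for 1 h at 37 °C. Luminescence was read after 15 min at room temperature.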
HEK293 tox – cytotoxicity in counter-screen for GLP-1R inverse agonists. Potency, µM (series often up to 38.3 µM), for the others: at the highest dose activity change, negative = inhibition, usual class: inhibitors. HEK293 cAMP-luciferase reporter cells, luminescence, 24 h. 410,000 tested, 0.13% active;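 note: loss of luciferase light is scored as toxicity; potency is the fitted concentration of half-maximal effect; % is set by controls: 0 for no effect and ±100 for the full control effect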
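Quantitative HTS format, 1536 wells, 200 cells/uL seeded. Compounds: 23 nL, 24 h, 37 °C. Detection: luciferase reagent, luminescence at 12 min RT; decreased signal taken as cytotoxic.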
KB-V1 cytotox – kills drug-selected multidrug resistant KB-V1 cells. KB-V1 MDR cells viability, CellTiter-Glo, 72 h. Potency, µM (top dose mostly 46.1 µM), without a hit: at the highest dose activity change, negative = cytotoxicity, hits mostly cytotoxic. 400,000 tested, 3.4% active; note: potency is the fitted concentration of half-maximal effect; % is set by controls: 0 for no effect and ±100 for the full control effect; nearly all actives have a fitted effect of over 60% in size
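qHTS viability screen in drug-selected KB-V1 MDR cells: 72 h compound treatment at 37 degrees C, ATP luminescence end point.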
aSyn yeast inh – rescues yeast growth from alpha-synuclein toxicity. AID 652106. Yeast expressing alpha-synuclein, growth rescue, BacTiter-Glo, 24 h. 370,000 tested, 0.14% active. Potency, µM (top dose mostly 46.1 µM), inactives show top-dose growth rescue (activation), usual class: activators; note: potency is the fitted concentration of half-maximal effect; % of control where 0% means no effect; nearly all actives have a fitted effect of over 65% in size
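Rescue of yeast growth: cells expressing toxic alpha-synuclein, induced in galactose at OD600 0.02, incubated with compound 24 h at 30 C. ATP luminescence quantified growth; inhibitors of toxicity appear as activators.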
DRD3 agonist – D3 dopamine receptor (human) agonism. P35462. AID 652048. 410,000 tested, 0.58% active. D3R DiscoveRx beta-arrestin cells, luminescence, 90 min. max activation, %; in the data active = max activation above about 30%; note: 0% is about no effect; mostly tested at two doses, the higher about 12 µM
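Cells at 1500/well, incubated overnight, then treated with pinned compounds (dopamine as control) for 90 min at 37 degrees C. DiscoveRx reagent added for 30 - 60 minutes at room temperature; luminescence read.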
GLP-1R inv ag – inverse agonists of human GLP-1 receptor | HEK293 GLP-1R CRE-luciferase, luminescence, 24 h; GLP-1R form is constitutively active | Potency, µM (highest dose often 38.3 µM), without a hit: at the highest dose activity change, negative = inhibition, usual class: inhibitors | 410,000 tested, 1.6% active; note: potency is the fitted concentration of half-maximal effect; % is set by controls: 0 for no effect and ±100 for the full control effect; nearly all actives have a fitted effect of over 55% in size
Target sequence (P43220 whole entry, looked up): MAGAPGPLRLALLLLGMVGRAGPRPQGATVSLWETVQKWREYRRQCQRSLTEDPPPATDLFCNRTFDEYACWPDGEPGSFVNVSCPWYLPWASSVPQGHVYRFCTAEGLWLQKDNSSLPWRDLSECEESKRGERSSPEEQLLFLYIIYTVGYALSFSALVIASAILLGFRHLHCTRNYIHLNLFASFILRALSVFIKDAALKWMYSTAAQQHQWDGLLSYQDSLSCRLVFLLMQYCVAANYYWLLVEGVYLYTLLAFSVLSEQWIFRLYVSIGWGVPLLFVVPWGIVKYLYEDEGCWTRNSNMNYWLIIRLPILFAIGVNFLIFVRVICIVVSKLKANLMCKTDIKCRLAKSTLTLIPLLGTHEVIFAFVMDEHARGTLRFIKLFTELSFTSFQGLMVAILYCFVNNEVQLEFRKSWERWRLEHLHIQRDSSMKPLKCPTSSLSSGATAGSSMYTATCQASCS
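Readout was luciferase luminescence, measured 12 min after detection reagent at room temperature. Beforehand, GLP-1R reporter HEK293 cells had sat 12 h, then received compounds for 24 hr at 37 deg C.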
TDP43 rescue – rescues yeast growth from TDP-43 toxicity; Potency, µM (series often up to 46.1 µM), for the others: at the top dose growth rescue (activation), actives largely listed as activators; 410,000 tested, 1.8% active; TDP-43 expressing yeast growth rescue, BacTiter-Glo, 24 h; note: potency is the fitted concentration of half-maximal effect; % of control where 0% means no effect; nearly all actives have a fitted effect of over 50% in size
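In this qHTS, compounds that restore growth of yeast expressing TDP-43 appear as activators. Cells (OD600=0.02, galactose medium, raffinose-pregrown) are incubated with compound 24 hr at 30 deg C and growth is quantified by BacTiter-Glo.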
DRD3 antagonist – D3 dopamine receptor (human) antagonism | D3R cells, DiscoveRx beta-arrestin luminescence, antagonist mode; active compounds read low | max response, negative = inhibition, % | 360,000 tested, 2.5% active | AID 652054; in the data active = max response below about -50%; inconclusive = no clear call, values can overlap the other calls; note: % is set by controls: 0 for no effect and ±100 for the full control effect; mostly tested at two doses, the higher about 12 µM
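Cells expressing the human receptor were seeded at 1500 cells/well, incubated overnight at 37 degrees C in 5% CO2, then exposed to library compounds with dopamine controls for 90 minutes at 37 degrees C before luminescent detection.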
GLP-1R agonist – agonists of human GLP-1 receptor; Potency, µM (highest dose often 45.6 µM), for the others: top-dose activation, usual class: activators; 380,000 tested, 0.007% active; P43220; HEK293 GLP-1R CRE-luciferase, luminescence, 4-6 h; cells express a hypersensitive GLP-1R form; AID 624172; note: potency is the fitted concentration of half-maximal effect; % of control where 0% means no effect
An asterisk follows results filed as active; i = inactive; ? = inconclusive; . = no result given; & = joins results of further samples; [ ] = remark or other dose. Unless noted, calls come from the whole dose curve; as a rule, active = well fitted curve in the direction sought with a large enough effect; inconclusive = small, poorly fitted or top-dose-only effect, or another doubt; inactive = no such curve, though single readings can be large; an effect the other way counts as inactive or inconclusive.

The opening 4 compounds (preview)
SMILES | PTHR1 agonist | HEK293 tox | KB-V1 cytotox | aSyn yeast inh | DRD3 agonist | GLP-1R inv ag | TDP43 rescue | DRD3 antagonist | GLP-1R agonist
c1ccc(-n2cc(CNCCc3cscn3)c(-c3ccc4c(c3)OCO4)n2)cc1 | i | -4% | -3% | 4% | -24 | ? | 7% | -62* | 20%
CC(=O)c1ccccc1Oc1nc(CN2CCOCC2)nc2scc(-c3cccs3)c12 | -11% | 35%[activator] | 0% | -7% | 4 | ? | 0% | -14 | 17%
CN=C1S/C(=C\c2ccc(N3CCOCC3)c(F)c2)C(=O)N1C | i | 3% | 16µM* | -4% | -5 | 44%[activator] | 26% | -10 | 27%
CNC(=O)c1c[nH]n2c(=O)c(Cc3ccccc3F)c(C)nc12 | -13% | 0% | -6% | 0% | -5 | 14% | 1% | 49 | -1%

All compounds of this part, from the start:
SMILES | PTHR1 agonist | HEK293 tox | KB-V1 cytotox | aSyn yeast inh | DRD3 agonist | GLP-1R inv ag | TDP43 rescue | DRD3 antagonist | GLP-1R agonist
c1ccc(-n2cc(CNCCc3cscn3)c(-c3ccc4c(c3)OCO4)n2)cc1 | i | -4% | -3% | 4% | -24 | ? | 7% | -62* | 20%
CC(=O)c1ccccc1Oc1nc(CN2CCOCC2)nc2scc(-c3cccs3)c12 | -11% | 35%[activator] | 0% | -7% | 4 | ? | 0% | -14 | 17%
CN=C1S/C(=C\c2ccc(N3CCOCC3)c(F)c2)C(=O)N1C | i | 3% | 16µM* | -4% | -5 | 44%[activator] | 26% | -10 | 27%
CNC(=O)c1c[nH]n2c(=O)c(Cc3ccccc3F)c(C)nc12 | -13% | 0% | -6% | 0% | -5 | 14% | 1% | 49 | -1%
Cc1cc(NC(=O)Cn2c(=O)nc(-c3ccccc3F)c3cc(Cl)ccc32)ccc1Br | -13% | 1% | -11% | . | -10 | 0% | 11% | . | 1%
Cc1c(C)n(CCCN(C)C)c2ncnc(NCc3ccccc3)c12 | -8% | -9% | 9% | -1% | 1 | ? | -19% | 25 | 17%
COc1ccc(C(CCNC(C)c2ccccc2)c2ccc(F)cc2)cc1 (stereo not given) | -30%[inhibitor] | -26% | 12µM* | 0% | -8 | ? | 14% | ? | -51%[inhibitor]
Cc1cccc(Cn2c(SCc3ccc(C(=O)NCCc4ccccc4)cc3)nc3ccncc32)c1 | i | 8% | -26% | . | -25 | ? | 7% | . | .
CC(Sc1nnc(COc2ccc3ccccc3c2)n1C)C(=O)O (stereo not given) | i | -10% | 10% | -9% | 7 | -6% | 9% | -2 | 1%
O=C(O)CC/C(=N\Nc1ccc([N+](=O)[O-])cc1S(=O)(=O)N1CCOCC1)c1cccs1 | i | -1% | 20% | 1% | -8 | 0% | -2% | ? | 29%
CCSc1nc(C)c(CC)c(C)c1C(N)=O | i | -2% | 0% | 2% | 5 | 0% | 19% | 1 | -1%
O=C(NC(C(=O)c1ccccc1)c1ccccc1)c1ccccc1 (stereo not given) | -6% | 4% | -26% | 9% | 7 | ? | 5% | 5 | 24%
COC(=O)C1=C(C)N(Cc2ccccc2)C(=NCc2ccc(OC)cc2)N[C@H]1c1cccc(F)c1 | -3% | -26% | ? | -2% | 4 | ? | 10% | 11 | 11%
O=C(Nc1ccccc1C(F)(F)F)c1cc(-c2ccco2)on1 | -24% | -1% | 1% | -1% | -13 | 4% | -11% | -14 | 14%
C=CCNC(=O)C1CC(=O)N(c2ccc(OCC(=O)Nc3ccc(Cl)c(C(F)(F)F)c3)cc2)C1 (stereo not given) | i | -5% | -21% | -2% | 3 | 0% | 17% | 16 | 0%
CC(=O)c1ccc(N2CCN(C(=O)CCC(=O)Nc3ccc4nc(N5CCCCC5)cc(C)c4c3)CC2)cc1 | -95%[inhibitor] | -11% | -12% | . | -1 | 3% | -1% | . | .
CCOc1cc(C2Sc3ccccc3NC3=C2C(=O)c2ccccc23)ccc1O (stereo not given) | -19% | ? | -12% | . | -11 | ? | 11µM* | . | .
O=[N+]([O-])c1ccc(/C=N/n2cnc3ccccc32)s1 | -8% | -17% | ? | -3% | -2 | 134%[activator] | -82%[inhibitor] | 3 | -4%
CCc1nnc(SCc2c(F)cccc2Cl)c2cc3sccc3n12 | i | -2% | . | . | 0 | -3% | -1% | . | .
COC(=O)c1ccccc1NC(=O)N1CCN(Cc2ccco2)CC1 | -21% | 2% | 0% | -2% | 0 | 5% | 9% | -1 | -4%
CCc1ccc(C(=O)/C=C/Nc2ccc(S(=O)(=O)Nc3onc(C)c3C)cc2)cc1 | i | -7% | 7% | 15% | 2 | 6% | -15% | 10 | 2%
COc1ccc(/C=C/c2onc(C)c2S(=O)(=O)N2CCC(C(=O)N3CCC(C)CC3)CC2)cc1 | -13%&-71% | -9%&13% | -12%&-18% | -7% | -13&2 | ? | -10%&-3% | -3 | -1%
COCC1CCN(C(=O)C2CCC(=O)N(CCc3ccc(Cl)cc3)C2)CC1 (stereo not given) | -10% | -11% | 3% | 3% | 0 | -8% | 6% | 5 | -5%
O=C(Nc1cc(F)ccc1F)c1cnn2c(C(F)F)cc(-c3ccccc3)nc12 | i | 3% | 13% | . | -16 | 9% | 0% | . | -1%
CC1CC(OC(=O)c2ccccc2C(=O)c2ccc(Cl)cc2)C(=O)O1 (stereo not given) | -20% | -2% | ? | 5% | -2 | 4% | ? | 16 | -11%
The list continues:
SMILES | PTHR1 agonist | HEK293 tox | KB-V1 cytotox | aSyn yeast inh | DRD3 agonist | GLP-1R inv ag | TDP43 rescue | DRD3 antagonist | GLP-1R agonist
CCOCCCn1c(=N)c(S(=O)(=O)c2ccccc2)cc2c(=O)n3cc(C)ccc3nc21 | -8% | 14%&24% | ? | 0%&-7% | 10&0 | 43%&1%[activator] | -15%&1% | 13 | 11%&-5%
CCN(CC)C(=O)c1c(-c2ccccc2)oc2ccc(OC)cc12 | i | -2% | ? | -9% | -8 | ? | -10% | -5 | 4%
Cc1cccc(-c2noc(CCCOc3ccc(Cl)cc3Cl)n2)c1 | -4% | -3% | 0% | -2% | -5 | ? | -13% | -16 | 0%
CCOC(=O)c1c(C)[nH]c(CCC(=O)NCc2ccc(N(C)C)cc2)c1C | i | 11% | . | . | 5 | -1% | 5% | . | .
COc1ccc(-c2onc(C)c2C)cc1S(=O)(=O)NC1CCC(C)CC1 (stereo not given) | -14% | 0% | . | . | 13 | ? | ? | . | .
COc1ccc(C(=O)NCc2cccnc2)cc1 | i | -9% | 11% | ? | 20 | 6% | -14% | 15 | -3%
CCC(C)NC(=O)COc1ccccc1[N+](=O)[O-] (stereo not given) | i | -3%[1.53 µM] | -15% | 11% | 0 | 19% | 8% | 16 | 8%
Cc1ccc(-c2nnn(CC(=O)NC3CCN(Cc4ccccc4)CC3)n2)cc1 | ? | 8% | ? | -1% | -6 | 0% | 8% | ? | 0%
CC(NC(=O)NNC(=O)c1ccncc1)(C(F)(F)F)C(F)(F)F | i | 0% | 6% | 6% | -5 | -2% | 0% | -1 | 0%
CN1CCN(c2c(/C=N/O)c3ccccc3n2C)CC1 | i | -2% | 10% | -7% | -1 | ? | -23% | 1 | -1%
C[C@H]1CN([C@@H](C)CO)C(=O)CCCn2nncc2CO[C@H]1CN(C)S(C)(=O)=O | i | 0% | 14% | 0% | 0 | 18% | 0% | 10 | -6%
Cc1ccccc1OCCOC(=O)c1ccc(S(=O)(=O)N2CCCC2)cc1 | -21% | 1% | ? | 9% | 2 | -12% | 20% | -20 | 23%
CC1=C(C(N)=O)C(c2cccc(F)c2)n2nc(SCc3ccccc3)nc2N1 (stereo not given) | i | -5% | 11% | . | -1 | 6% | 0%[9.22 µM] | . | .
CN(C)c1nc(N(C)C)nc(N(C#N)CN2C(=O)c3ccccc3S2(=O)=O)n1 | -14% | 8%[0.307 µM] | 0% | 6% | 5 | -12%[0.307 µM] | -14% | -25 | -13%
COc1cccc(N2CCN(C(=O)Nc3ccccc3Cl)CC2)c1 | -22% | -3% | -23% | -3% | -8 | 18% | -24%[0.397 µM] | 1 | 7%
Cc1[nH]c(C)c(S(=O)(=O)N2c3ccccc3CC2C)c1C(=O)N1CCCCC1 (stereo not given) | -24% | -14% | 2% | 11% | -2 | -34% | 9% | -4 | 1%
O=Cc1c(NCc2ccccc2F)c2ccccc2[nH]c1=O | i | -3% | ? | 0% | 1 | 7% | 11µM* | -22 | 2%
COc1ccccc1COC(=O)C(NC(=O)c1ccc(C)cc1)C(C)C (stereo not given) | i | 1% | 0% | ? | 15 | ? | -7% | 17 | 12%
OC(COc1c(Br)cc(Br)cc1Br)CN1CCOCC1 (stereo not given) | -23% | -5% | -2% | 8% | 2 | -6% | 22% | 0 | ?
Cc1ccc(CNS(=O)(=O)c2ccc(CN3C(=O)c4cccnc4C3=O)cc2)o1 | i | 1% | 1% | -1% | 0 | 10% | -6% | 3 | -4%
O=C(O)CSc1nnc(-c2cccc(S(=O)(=O)N3CCCCC3)c2)o1 | i | 10% | 2% | 3% | 5 | 1% | 21% | 1 | -2%
O=C(c1cccc(C(=O)N2CCN(c3ccc(F)cc3)CC2)c1)N1CCN(c2ccc(F)cc2)CC1 | -18%[57.5 µM] | -22% | ? | 12% | 0 | ? | 0% | -11 | -2%
CCCOc1ccccc1C(=O)Nc1nc2c(s1)CCCC2 | i | -1% | . | . | -10 | ? | -10% | . | .
Cc1cccc(C(=O)OCC(=O)N2CC(C)CC(C)C2)c1C (stereo not given) | -11% | 3% | -15% | 13% | 5 | ? | -17% | 1 | 15%
Cc1ccc(-n2nc3c(=O)n(CCCC(=O)NCc4cccc(Cl)c4)nc(C)c3c2C)cc1 | -92%[inhibitor] | 5% | -23% | 2% | -11 | 11µM* | -5% | -2 | 9%
CN1CCc2c(c3ccccc3n2C)C1 | i | -1% | 14% | 1% | -3 | -1% | 4% | -73* | 0%
Cc1ccc(CCNC(=O)c2ccc3c(c2)N(Cc2ccccc2F)C(=O)c2ccccc2S3=O)cc1 (stereo not given) | i | -2% | -1% | . | 3 | 7% | 12% | . | 3%

Compound activity deposited in PubChem by National Center for Advancing Translational Sciences (NCATS).

An excerpt; the hit share may differ from the screen's.
